HEK293 tox – kills HEK 293 cells; AID 1345083; Potency, µM (highest dose often 115 µM), without a hit: at the highest dose activity change, negative = cytotoxicity, hits mostly inhibitors; hit rate 6.6% among 94,000; HEK 293 viability, ATP luminescence (CellTiter-Glo), 48-72 h; note: potency is the fitted concentration of half-maximal effect; nearly all actives have a fitted effect of over 60% in size
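Luminescence from cellular ATP, measured with CellTiter-Glo, indicates HEK 293 viability. Cells plated at 250 cells/well are treated with compound for 48 or 72 hr at 37 degree Celsius before reagent addition.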
SNCA viab count – cell viability loss counter-screen | hit rate 0.12% among 150,000 | Potency, µM (series often up to 57.1 µM), inactives show at the highest dose activity change, negative = cytotoxicity, most hits filed as cytotoxic | HEK-293-SNCA-luc viability, GF-AFC fluorescence, 24 h;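 note: potency is the fitted concentration of half-maximal effect; 0% = DMSO-treated cells and -100% = medium-only wells without cells; nearly all actives have a fitted effect of over 30% in size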
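Cytotoxicity counterscreen: after 24 h compound treatment of genome-edited SNCA-luciferase HEK-293 cells, live-cell protease substrate GF-AFC read by fluorescence after 30 min; activity scaled between DMSO (0%) and medium-only (-100%), curves Hill-fitted.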
3T3 cytotox – NIH 3T3 cell cytotoxicity. AID 1345082. Potency, µM (titrated, usually from 96.7 µM), for the others: at the top dose activity change, negative = cytotoxicity, usual class: inhibitors. hit rate 4.3% among 94,000. NIH 3T3 viability, CellTiter-Glo ATP luminescence, 48-72 h; note: potency is the fitted concentration of half-maximal effect; nearly all actives have a fitted effect of over 55% in size
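Luminescent ATP readout (CellTiter-Glo, 10 min RT) after 48 or 72 hr compound exposure of NIH 3T3 cells seeded at 400 cells/well in 1536-well format; quantitative HTS.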
FLuc inh – Photinus pyralis luciferase inhibition; purified P. pyralis luciferase, luminescence, biochemical; P08659; hit rate 2.5% among 76,000; Potency, µM (doses to about 115 µM), inactives show top-dose activity change, negative = inhibition, actives largely listed as inhibitors; note: potency is the fitted concentration of half-maximal effect; nearly all actives have a fitted effect of over 65% in size
Target sequence (P08659 whole entry, looked up): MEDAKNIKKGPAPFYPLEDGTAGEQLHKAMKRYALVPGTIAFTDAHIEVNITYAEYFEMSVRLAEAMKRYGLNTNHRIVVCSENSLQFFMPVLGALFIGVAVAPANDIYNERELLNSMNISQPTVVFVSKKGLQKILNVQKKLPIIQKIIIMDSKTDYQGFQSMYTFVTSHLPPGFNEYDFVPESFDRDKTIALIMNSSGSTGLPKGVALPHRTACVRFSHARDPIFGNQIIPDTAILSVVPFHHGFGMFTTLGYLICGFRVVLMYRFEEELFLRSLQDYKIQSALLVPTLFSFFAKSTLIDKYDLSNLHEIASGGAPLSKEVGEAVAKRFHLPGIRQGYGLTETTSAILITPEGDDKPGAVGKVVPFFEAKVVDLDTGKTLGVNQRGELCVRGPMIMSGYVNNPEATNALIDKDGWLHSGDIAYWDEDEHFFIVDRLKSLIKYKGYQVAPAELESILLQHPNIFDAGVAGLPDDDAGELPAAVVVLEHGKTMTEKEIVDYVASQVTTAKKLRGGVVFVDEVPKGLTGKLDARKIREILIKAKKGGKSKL
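Purified P. pyralis luciferase (10nM final) in 50mM Tris acetate pH 7.5, 10mM Mg acetate, 0.01% Tween-20, 0.05% BSA with 10uM D-luciferin and 10uM ATP. Compounds titrated qHTS. Luminescence imaged on CCD.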
SNCA expr inh – inhibitors of alpha-synuclein (SNCA) gene expression | AID 1671194 | HEK-293 SNCA-luciferase knock-in, luminescence, 24 h | hit rate 0.17% among 140,000 | Potency, µM (doses to about 57.2 µM), without a hit: top-dose activity change, negative = inhibition, hits mostly inhibitors;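 note: potency is the fitted concentration of half-maximal effect; plate controls were DMSO cells for no effect and cell-free wells for full effect; nearly all actives have a fitted effect of over 45% in size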
GPT2 inh – blocks human glutamate pyruvate transaminase 2; Q8TD30; Recombinant GPT2, coupled pyruvate oxidase/HRP Amplex Red fluorescence; Potency, µM (series often up to 57.7 µM), for inactives: at the highest dose activity change, negative = inhibition, most hits filed as inhibitors; hit rate 0.25% among 100,000; AID 1671188; note: potency is the fitted concentration of half-maximal effect; nearly all actives have a fitted effect of over 60% in size; many of its hits are not listed in these tables
Target sequence (Q8TD30 whole entry, looked up): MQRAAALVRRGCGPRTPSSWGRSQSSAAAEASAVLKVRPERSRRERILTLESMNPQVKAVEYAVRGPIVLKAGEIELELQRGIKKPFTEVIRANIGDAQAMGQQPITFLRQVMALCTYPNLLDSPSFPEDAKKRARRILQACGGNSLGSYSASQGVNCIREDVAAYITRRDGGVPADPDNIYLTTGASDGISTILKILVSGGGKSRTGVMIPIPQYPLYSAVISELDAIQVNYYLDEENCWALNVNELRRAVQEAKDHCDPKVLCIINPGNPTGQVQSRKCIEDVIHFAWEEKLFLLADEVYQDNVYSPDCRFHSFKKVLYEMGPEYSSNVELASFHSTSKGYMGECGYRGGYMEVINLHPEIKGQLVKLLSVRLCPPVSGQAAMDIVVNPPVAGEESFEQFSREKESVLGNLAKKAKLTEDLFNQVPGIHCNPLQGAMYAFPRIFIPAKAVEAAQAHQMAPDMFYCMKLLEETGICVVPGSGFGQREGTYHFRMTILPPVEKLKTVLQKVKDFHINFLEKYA
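Recombinant GPT2 (10ng/uL) with 250uM a-KG and 2mM L-alanine, 30 min at room temperature, in HEPES pH 7.5 buffer. Pyruvate detected by pyruvate oxidase/HRP/Amplex Red fluorescence after 30 min in the dark; AOA (50uM) as positive control.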
IP6K1 inh – inhibitors of human IP6K1; Q92551; IP6K1 kinase, ADP-Glo luminescence, 2 h; hits give low values; activity change, % (series mostly up to about 58 µM); hit rate 0.81% among 140,000; AID 1645851; in the data active = activity change below about -25%
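ADP-Glo luminescence measures ADP made by human IP6K1 during a 2 h RT reaction with ATP/IP6 (mix at 1.3 mM/130 uM); top library doses 57.5 and 19.1 uM final.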
* = called active by the depositor; i = inactive; ? = inconclusive; / = no result given; [ ] = dose if it differs, or a comment. Unless noted, calls come from the whole dose curve; as a rule, active = well fitted curve in the direction sought with a large enough effect; inconclusive = small, poorly fitted or top-dose-only effect, or another doubt; inactive = no such curve, though single readings can be large; an effect the other way counts as inactive or inconclusive. Unless noted, % is set by controls: 0 for no effect and ±100 for the full control effect. The list is partial. The share of hits here may be higher or lower than overall.

Letter code – A = HEK293 tox; B = SNCA viab count; C = 3T3 cytotox; D = FLuc inh; E = SNCA expr inh; F = GPT2 inh; G = IP6K1 inh
smiles: COc1cc(-c2nc(-c3c(C)noc3C)cc3[nH]c(C)cc23)ccn1
  A = 89µM*	B = -16%[87.6 µM]	C = ?	D = 0%[172 µM]	E = 56%[activator][87.6 µM]	F = -10%[88.5 µM]	G = -17

smiles: COC[C@H]1NC(=O)CC[C@H]1C(=O)NCCC1=CCCCC1
  A = ?	B = 5%	C = -11%	D = -20%	E = 36%[activator]	F = i	G = 1

smiles: COc1cccc(-c2noc(CC3CCN(C(=O)CCc4ccccc4)CC3)n2)c1
  A = ?	B = -3%	C = ?	D = -3%	E = 12%	F = i	G = -16

smiles: CCn1nc(C)c(CCN(C)C(=O)Nc2cc(Cl)c(OC)cc2OC)c1C
  A = /	B = -17%	C = /	D = /	E = -6%	F = /	G = 46

smiles: Cc1c(NC(=O)CCc2cc3n(n2)CCNC3)c(C)n(C)c(=O)c1C(N)=O
  A = -11%	B = 1%	C = 0%	D = -2%	E = 2%	F = ?	G = -2

smiles: O=C(COCc1cc(-c2cccs2)on1)Nc1cccc(O)c1
  A = /	B = -7%	C = /	D = /	E = 31%[activator]	F = /	G = -20

smiles: CNCCNC(=O)C1CCN(c2nc(-c3ccccc3)nc3c2CCC3)CC1
  A = ?	B = -22%	C = ?	D = 11%	E = -10%	F = -9%[11.5 µM]	G = 20

smiles: C=CCOc1c(OC)ccc2c1CN(C1CCCC1)C(=O)CCN2CC(O)COCc1ccco1 (centres undefined)
  A = ?	B = /	C = ?	D = /	E = /	F = /	G = -4

smiles: CNC(=O)[C@@H]1CN(C(=O)c2cc(C)on2)C[C@H]1c1nc(COC)no1
  A = -4%	B = 4%	C = -24%	D = 3%	E = -9%	F = 2%	G = 18

smiles: N#C/C(=C\c1ccc(-c2cc(Cl)ccc2Cl)o1)C(=O)Nc1ccccc1C(=O)O
  A = /	B = -17%	C = /	D = /	E = 28%	F = /	G = -9

smiles: COc1ccc(C(=O)NCc2nnc3ccc(-c4ccc(C)c(C)c4)nn23)cc1F
  A = ?	B = ?	C = ?	D = 2%	E = ?	F = -3%	G = -19

smiles: COc1ccc(N2CC3CCC(C2)N3CC(C)C)cc1
  A = -12%[172 µM]	B = -3%[87.6 µM]	C = -14%[138 µM]	D = /	E = 6%[87.6 µM]	F = -5%[88.5 µM]	G = 3

smiles: CN(Cc1ccccc1)C(=O)C1=NO[C@@H]2CN(Cc3ccc(F)cc3)C[C@H]12
  A = ?	B = 1%[87.6 µM]	C = ?	D = 4%[172 µM]	E = ?	F = 1%[88.5 µM]	G = -3

smiles: CCN1CCC(N2CCC3(CC2)CC(C(=O)N2CCOCC2)N(C)C3)CC1 (centres undefined)
  A = -3%	B = 7%	C = -12%	D = /	E = -2%	F = -9%	G = -6

smiles: Cn1cnnc1-c1nn(C)c2c1CN(C(=O)c1n[nH]c3c1CCCCCC3)CC2
  A = -3%	B = -2%	C = 1%	D = -2%	E = -17%	F = i	G = -2

smiles: CC(=O)c1ccc(N2CCN(c3ncnc4c3cnn4C)CC2)cc1
  A = /	B = 2%	C = /	D = /	E = 31%[activator]	F = /	G = -7

smiles: CC(=O)Nc1ccc(C2(C(=O)NCc3ccc4c(c3)OCO4)CCC2)cc1
  A = 14%	B = -4%	C = i	D = -2%	E = -7%	F = i	G = 8

smiles: Cc1ccc(CNC(=O)CSC2=Nc3ccccc3N=C(c3ccc(F)cc3)C2)cc1
  A = /	B = 17%	C = /	D = /	E = -15%	F = /	G = 8

smiles: C=CC(=O)Nc1cccc(Nc2nc(NC3CCC(N(C)C)CC3)nc3c2ncn3C(C)C)c1 (centres undefined)
  A = /	B = ?	C = /	D = /	E = 3µM*	F = i	G = /

smiles: COc1ccc(CN2CCc3nc(C(=O)Nc4ccccc4)oc3CC2)cc1
  A = ?	B = -11%[87.6 µM]	C = ?	D = 20µM*	E = 14%[87.6 µM]	F = -15%[88.5 µM]	G = 8

smiles: Cc1ccc(-c2c(C)n3c4c(=O)n(C)c(=O)n(C)c4nc3n2CCO)cc1
  A = /	B = -21%	C = /	D = /	E = 5%	F = /	G = 20

smiles: CC(C)CNC(=O)c1nc2cccnc2n(CCc2ccccc2)c1=O
  A = ?	B = -9%[12.5 µM]	C = ?	D = /	E = -2%	F = -5%	G = -7

smiles: O=C(Cc1cccc(Cl)c1)N1CCN(c2nccc(Nc3ccccc3Cl)n2)CC1
  A = 35µM*	B = -21%	C = 14µM*	D = /	E = -3%	F = i	G = -1

smiles: O=C(O)C1CCc2sc(C(=O)N3CCOCC3)cc2C1 (centres undefined)
  A = -4%	B = 12%	C = 2%	D = -10%	E = 16%	F = -6%	G = 2

smiles: O=C(CCc1nc2ccccc2s1)NCCc1noc(-c2ccncc2)n1
  A = -4%	B = -14%[12.5 µM]	C = -15%	D = -21%	E = ?	F = -1%	G = 2

Next structures
Letter code – A = HEK293 tox; B = SNCA viab count; C = 3T3 cytotox; D = FLuc inh; E = SNCA expr inh; F = GPT2 inh; G = IP6K1 inh
smiles: Cn1ncc(N2CCOC(CCNC3CCC4(CCNCC4)CC3)C2)cc1=O (centres undefined)
  A = i	B = 2%	C = i	D = -4%	E = -7%	F = -5%	G = 5

smiles: COc1ccccc1CNC(=O)C1CCCN(C(=O)c2cnn(-c3ccc(F)cc3)c2-n2cccc2)C1 (centres undefined)
  A = /	B = 2%	C = /	D = /	E = 32%[activator]	F = /	G = 8

smiles: CCOC(=O)c1cnc2c(C)c(Cl)ccc2c1NCCc1ccccc1
  A = /	B = 13%	C = /	D = /	E = -2%	F = /	G = -2

smiles: CCOC(=O)N1CCC(N2CCN(Cc3ccccc3F)C(CCO)C2)CC1 (centres undefined)
  A = -1%	B = ?	C = -18%	D = 3%	E = 7%	F = i	G = -6

smiles: CC(C)NC(=O)N1CCC(C(=O)N2CCCC(c3nc4ncccc4[nH]3)C2)CC1 (centres undefined)
  A = 1%	B = 7%	C = -6%	D = /	E = 18%	F = -5%	G = 4

smiles: CC(C)Oc1cccc(-c2cn(C)c(=O)n3cc(CN4CCOCC4)nc23)c1
  A = -7%[172 µM]	B = -1%[87.6 µM]	C = ?	D = 17%[172 µM]	E = 24%[87.6 µM]	F = -2%[88.5 µM]	G = 15

smiles: CN1C[C@@H](NC(=O)C2CC2)C[C@H]1c1nc(-c2ccc3ccccc3c2)no1
  A = ?	B = -3%[87.6 µM]	C = ?	D = -18%[172 µM]	E = -6%[87.6 µM]	F = 3%[88.5 µM]	G = 3

smiles: Cc1nn2c(c1-c1cccnc1N1CCOCC1)N(C(=O)c1cc3ccccc3n1C)CCC2
  A = -11%	B = -12%	C = ?	D = -3%	E = -15%	F = -15%	G = 11

smiles: COc1ccc(C(=O)N2C[C@@H](Oc3ccccc3)C[C@H]2C(=O)N2CCCC2)c(OC)c1
  A = -8%	B = -27%	C = -14%	D = -14%	E = -3%	F = i	G = 5

smiles: Cc1ccc(C(=O)N[C@@H](Cc2ccccc2)C(N)=O)cc1N1CCNC1=O
  A = 1%	B = 4%	C = -18%	D = -1%	E = -10%	F = -27%	G = -12

smiles: CC(C)c1nc2c(c(-c3ccc(O)cc3)n1)CN([S+](=O)([O-])c1ccccc1)CC2
  A = -1%	B = -7%	C = -17%	D = 11%	E = 44%[activator]	F = i	G = 2

smiles: COc1ccc2ccc(=O)oc2c1CC=C(C)C
  A = /	B = 6%	C = /	D = /	E = 5%	F = i	G = /

smiles: CC1(COc2ccccc2)COc2ccc(C(=O)NCCc3cnc[nH]3)cc2N1 (centres undefined)
  A = ?	B = 10%[87.6 µM]	C = ?	D = -8%[172 µM]	E = ?	F = -22%[88.5 µM]	G = -4

smiles: Cc1ccccc1Oc1c(CCC(=O)NC2CC2)c(C)nn1-c1ccc(F)cc1
  A = ?	B = 8%	C = ?	D = -4%	E = 3%	F = 1%	G = 0

smiles: COc1cccc(N2CCN(C(=O)c3noc(-c4ccc(C)cc4)n3)CC2)c1
  A = ?	B = 1%	C = -20%	D = 20µM*	E = 24%	F = i	G = -1

smiles: Cc1ccc(C)c(CC(=O)NCc2cc3n(n2)CCCN(CC(C)C)C3)c1
  A = -8%	B = 8%	C = -15%	D = -1%	E = 3%	F = 1%[11.5 µM]	G = -4

smiles: O=C(Cc1ccccc1Cl)N1CC(c2nc(Cc3ccccc3)no2)C1
  A = -23%	B = 5%	C = -8%	D = ?	E = 0%	F = 0%	G = -2

smiles: COc1ccc(N2CC(NC(=O)COc3ccccc3C)CC2=O)cc1OC (centres undefined)
  A = /	B = ?	C = /	D = /	E = 98%[activator]	F = /	G = 22

smiles: CNC(=O)c1cc(C2CC2)nc2onc(C3CCN(C(=O)c4ccccc4)C3)c12 (centres undefined)
  A = -11%	B = /	C = -21%	D = /	E = /	F = /	G = 2

smiles: Cc1cc2c(n1-c1ccc(C(=O)NCC(C)c3ccccc3)cc1)CCCC2 (centres undefined)
  A = /	B = -12%	C = /	D = /	E = 18%	F = /	G = 6

smiles: CCn1cc(C(=O)N2C[C@@H](CO)[C@H](c3ccncc3)C2)cn1
  A = -6%	B = ?	C = -16%	D = -13%	E = -3%	F = i	G = -13

smiles: O[C@H]1[C@H](NCc2cnc3ccccc3c2)[C@H]2CO[C@H](O2)[C@@H]1N1CCCCC1
  A = -9%[172 µM]	B = -1%[87.6 µM]	C = -10%[138 µM]	D = -9%[172 µM]	E = 15%[87.6 µM]	F = -12%[88.5 µM]	G = -2

smiles: CCOCC(=O)N1CCCC(c2nc(-c3cccnc3)no2)CCNC(=O)CC1 (centres undefined)
  A = -2%	B = 4%	C = -12%	D = -1%	E = 30%	F = i	G = 36

One compound at a time (already shown). Screens in order: HEK293 tox	SNCA viab count	3T3 cytotox	FLuc inh	SNCA expr inh	GPT2 inh	IP6K1 inh
COc1ccccc1CNC(=O)C1CCCN(C(=O)c2cnn(-c3ccc(F)cc3)c2-n2cccc2)C1 (centres undefined) across the screens: /	2%	/	/	32%[activator]	/	8
CNC(=O)c1cc(C2CC2)nc2onc(C3CCN(C(=O)c4ccccc4)C3)c12 (centres undefined) across the screens: -11%	/	-21%	/	/	/	2
O=C(Cc1ccccc1Cl)N1CC(c2nc(Cc3ccccc3)no2)C1 across the screens: -23%	5%	-8%	?	0%	0%	-2
CCOC(=O)c1cnc2c(C)c(Cl)ccc2c1NCCc1ccccc1 across the screens: /	13%	/	/	-2%	/	-2

Some of the entries so far, with values under each structure:
Results follow in this order: HEK293 tox | SNCA viab count | 3T3 cytotox | FLuc inh | SNCA expr inh | GPT2 inh | IP6K1 inh
CC1(COc2ccccc2)COc2ccc(C(=O)NCCc3cnc[nH]3)cc2N1 (centres undefined)
 : ? | 10%[87.6 µM] | ? | -8%[172 µM] | ? | -22%[88.5 µM] | -4
O=C(Cc1ccccc1Cl)N1CC(c2nc(Cc3ccccc3)no2)C1
 : -23% | 5% | -8% | ? | 0% | 0% | -2

Source: PubChem BioAssay (National Center for Advancing Translational Sciences (NCATS))
